High-throughput results: PubChem, several laboratories
PPARg SRC3 recr: PPARgamma agonists recruiting SRC-3 coactivator, primary screen, biochemical | 0.26% of 200,000 active | activation, % at 8 µM | Peroxisome proliferator-activated receptor gamma (Homo sapiens), P37231 | AID 731, 2007 | biochemical PPARgamma/SRC-3 coactivator recruitment assay; in the data active = activation above about 23%;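 also: 0% = DMSO and 100% = reference agonist; some compounds past the cut are filed as inactive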
Target sequence (P37231 whole entry, looked up): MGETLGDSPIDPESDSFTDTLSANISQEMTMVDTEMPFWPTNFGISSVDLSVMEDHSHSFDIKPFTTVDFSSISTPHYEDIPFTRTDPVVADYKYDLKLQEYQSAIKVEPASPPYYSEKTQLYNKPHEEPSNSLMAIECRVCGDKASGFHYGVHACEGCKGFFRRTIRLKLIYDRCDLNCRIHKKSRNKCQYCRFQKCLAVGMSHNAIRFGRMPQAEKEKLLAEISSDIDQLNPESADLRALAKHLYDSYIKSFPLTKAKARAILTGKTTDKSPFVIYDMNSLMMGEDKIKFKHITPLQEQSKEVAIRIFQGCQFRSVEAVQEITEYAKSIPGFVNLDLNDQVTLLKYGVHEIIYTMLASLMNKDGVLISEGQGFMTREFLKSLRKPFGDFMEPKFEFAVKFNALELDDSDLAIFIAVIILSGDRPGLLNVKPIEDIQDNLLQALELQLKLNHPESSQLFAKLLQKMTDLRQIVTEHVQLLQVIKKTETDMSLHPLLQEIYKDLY
Redox H2O2 prof: compounds producing H2O2 with reducing agent – biochemical, NIH compound library profiling, artefact control for MLSCN library redox annotation, primary screen | AID 878, 2007 | 0.03% of 200,000 active | activation, % at 10 µM | DTT-dependent redox cycling H2O2, phenol red/HRP absorbance; 100% = 100 µM peroxide control, 0% = buffer;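 active = activation of at least 50% relative to the plate's high and low controls in the primary single-dose screen; inactive = activation below 50%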;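 also: compound incubated with DTT at 0.8 mM final as the reducing agent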
ROMK primary: ROMK potassium channel modulators, primary screen, cell-based, thallium flux, MLSMR library; ATP-sensitive inward rectifier potassium channel 1 (Homo sapiens), P48048; Tet-inducible ROMK, thallium flux fluorescence; actives lie on both sides; B-score at 10 µM; 2% of 130,000 active; AID 1918, 2009;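 active = signal ratio slope over the read window, or its plate-corrected B-score, at least 3 SD from the plate mean, either direction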;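 also: B-score of the F/F0 ratio slope over 7 to 12 s after thallium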
PPARg SRC-1 ag: PPARgamma agonists recruiting SRC-1 coactivator, primary screen, biochemical. Peroxisome proliferator-activated receptor gamma (Homo sapiens), P37231. activation, % at 8 µM. AID 631, 2007. 0.41% of 200,000 active. PPARgamma-SRC-1 coactivator recruitment biochemical assay; in the data active = activation above about 19%;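 also: 0% = DMSO and 100% = reference agonist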
S1P3 antag: S1P3 receptor antagonists, primary screen, cell-based. 0.27% of 170,000 active. CHO S1P3 NFAT-BLA reporter, FRET fluorescence, antagonist mode. AID 485, 2006. inhibition, % at 4.98 µM;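 active = inhibition above the plate cutoff, the mean inhibition of test wells on that plate plus 3 SD, cut at about 28% in these data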;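 also: cells challenged with S1P at its EC80 of 0.8 µM; blue over green emission ratio from cleaved BLA substrate after 4 h stimulation; 0% = S1P-stimulated wells and 100% = unstimulated DMSO-only wells; some compounds past the cut are filed as inactive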
Target sequence (Q99500 whole entry, looked up): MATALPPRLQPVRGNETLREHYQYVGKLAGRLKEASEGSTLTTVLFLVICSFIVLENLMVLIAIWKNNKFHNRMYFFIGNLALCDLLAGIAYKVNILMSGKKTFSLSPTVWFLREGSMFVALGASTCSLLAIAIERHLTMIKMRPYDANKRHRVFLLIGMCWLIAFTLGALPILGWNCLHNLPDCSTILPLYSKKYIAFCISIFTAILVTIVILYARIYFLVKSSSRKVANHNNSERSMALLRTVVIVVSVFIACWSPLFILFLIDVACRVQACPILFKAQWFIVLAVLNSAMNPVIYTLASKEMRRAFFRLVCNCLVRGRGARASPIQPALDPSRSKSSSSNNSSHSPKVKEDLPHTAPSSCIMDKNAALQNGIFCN
Lmaj promast: Leishmania major promastigote growth inhibition, primary screen; 9% of 200,000 active; AID 1063, 2008; Leishmania major promastigotes, resazurin fluorescence viability; inhibition, % at 10 µM; in the data active = inhibition above about 50%;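 also: promastigotes grown with compound for 44 hours at 28 °C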
PPARg SRC2 recr: agonists of PPARg-SRC-2 recruitment, primary screen, biochemical, HTS; activation, % at 8 µM; PPARgamma LBD-SRC-2 recruitment; Peroxisome proliferator-activated receptor gamma (Homo sapiens), P37231; 0.34% of 200,000 active; in the data active = activation above about 22%;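 also: 0% = vehicle and 100% = reference agonist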
TR-FRET SRC-2 ct: TR-FRET signal artefacts, primary screen, artefact control for PPARgamma SRC-2 agonist project, biochemical; TR-FRET artefact counter-screen; stronger effect = higher value; TR-FRET ratio at 8 µM; 0.4% of 200,000 active; AID 1049, 2008; in the data active = TR-FRET ratio above about 2000; also: inactives centre near 1500
RAM inhibit: inhibitors of the yeast RAM network, primary screen, dse1pr::URA3 reporter, 5-FOA selection. S. cerevisiae dse1pr::URA3 reporter, 5-FOA growth OD615, 2 d; analog-sensitive cbk1-as2 kinase mutant strain. inhibition, % at 50 µM. 1.8% of 190,000 active. AID 868, 2007;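 active = inhibition above a set limit, 3 SD over mean compound inhibition, cut at about 8.4% in these data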;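 also: 0% = DMSO-only wells with no growth and 100% = 10 µM 1-NA-PP1 full growth; inhibition rescues growth on 5-FOA so higher OD means more RAM inhibition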
bIAP inh: bovine intestinal alkaline phosphatase inhibitors, primary screen, selectivity assay for TNAP inhibitor project, biochemical, bovine IAP, CDP-star luminescence | alkaline phosphatase, intestinal [Bos taurus] | purified bovine IAP, 30 min | inhibition, % at 20 µM | 190,000 tested, under 10 active;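 active = over 50% inhibition of intestinal alkaline phosphatase at 20 µM in the single-dose screen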
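System: Purified bovine intestinal alkaline phosphatase (IAP) enzyme | Input: IAP diluted 1/65,000,000 in the well | Also added: CDP-star chemiluminescent phosphatase substrate, 30 µM final | Dosing: 20 µM single dose | Times: Enzyme reaction for 30 min at room temperature | Detection: Luminescence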
HMGR II inh: inhibitors of E. faecalis class II HMGR, primary screen, biochemical, Enterococcus faecalis | HMG-CoA reductase (Enterococcus faecalis, mvaE) | 0.41% of 190,000 active | AID 1066, 2008 | purified E. faecalis HMGR, NADPH absorbance 340 nm kinetic | inhibition, % at 10 µM;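 active = inhibition above a set limit, the median over all tested compounds plus 3 SD, cut at about 9.5% in these data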;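 also: enzyme runs in reverse so mevalonate oxidation gives rising NADPH absorbance; 0% = complete reaction with DMSO and 100% = background rate lacking mevalonate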
* hit, by the source's call; x = not tested or not shown. An unsorted share of the library; any-hit rate near 13%.

SMILES,PPARg SRC3 recr,Redox H2O2 prof,ROMK primary,PPARg SRC-1 ag,S1P3 antag,Lmaj promast,PPARg SRC2 recr,TR-FRET SRC-2 ct,RAM inhibit,bIAP inh,HMGR II inh
CC1CCC2(CC1)NC(=O)N(Cc1nc(-c3ccccc3)no1)C2=O (stereo not drawn),-5,1.7,-0.02,4,16,-7,5,1457,0.5,2,-8
Cc1ccc2c(c1)N(CC(=O)N1CCCCCC1)C(=O)CO2,7,1.4,-0.19,8,-53,-9,-10,1456,-0.4,7,-1
COc1cccc(NC(=O)n2nc(N)cc2-c2ccc(Cl)cc2)c1,1,0.1,x,-2,5,-1,-1,1544,-0.6,-4,-3
CCC(=O)Nn1c(C)nnc1C,0,2.2,x,1,-25,-5,8,1527,0.8,7,-1
COc1ccc(C(=S)N2CCN(c3cccc(Cl)c3)CC2)c(OC)c1,1,0.0,1.6,2,-13,-6,1,1557,5.7,-7,-4
C/C(=C\C(=S)Nc1ccccc1)Nc1ccc2ccccc2c1,0,0.0,0.023,-3,-16,10,1,1561,1.4,2,-1
COC(=O)NNC(=O)COc1cc(C)ccc1C,-2,-0.2,0.83,-8,-4,-7,-8,1416,0.4,-28,-3
CC(C)(C)c1ccc(/C([O-])=C(/C(=S)NCc2ccco2)[n+]2ccccc2)cc1,8,0.3,0.27,6,x,3,6,1741,-0.7,4,-4
Cc1nn(C(=O)/C(C#N)=C/N(C)C)c(C)c1C,4,-0.7,-0.46,8,11,-7,10,1548,1.6,-12,-4
Cc1nc(C)n(C(C)CC(=O)O)n1 (stereo not drawn),-2,-2.9,x,7,x,-5,7,1382,0.9,-27,-2
CC(C)c1ccc(CN2CC(C(=O)O)CC2=O)cc1 (stereo not drawn),3,0.9,1,-3,x,-7,1,1600,1.3,-1,0
Cc1[nH]c2ccc(F)cc2c(=O)c1SC(F)(F)C(F)F,5,-0.5,-1.4,-2,2,10,-1,1246,4.0,10,3
CCCn1c(=O)c(C(=O)NCc2cccnc2)c(O)c2ccccc21,13,-0.6,x,8,-4,-7,9,1947,-0.1,-4,-2
COc1ccc(C(=O)OCCN2CCOCC2)cc1OC,-12,-0.8,x,-2,13,4,-4,1420,0.5,1,-2
Cc1ccc(NC(=O)CN(C)C(=O)CSc2nc3ccccc3o2)cc1,13,0.0,x,10,x,-3,0,1615,5.0,0,-10
CCOC(=O)c1ccc(NC(=O)C(=O)NCC2CCCO2)cc1 (stereo not drawn),3,-2.6,x,2,x,7,3,1602,0.4,0,-7
O=c1c2ccccc2nnn1CSc1nnc(Nc2ccccc2)s1,0,-0.5,0.27,-4,-12,-9,-9,1613,3.3,11,-2
CCCNC(=O)c1cc(SC)ccc1Cl,11,2.7,x,-2,8,1,3,1620,1.3,14,1
O=C(COc1cccnc1[N+](=O)[O-])Nc1ccc2c(c1)OC(F)(F)O2,0,-0.2,-0.025,-4,-11,-4,-1,1196,4.3,4,-8
CC(=O)N/C(=C/c1ccc(OC(F)F)cc1)C(=O)O,1,-0.5,0.87,13,3,2,6,1492,2.7,1,0

Entries listed so far that have sulfur:
SMILES,PPARg SRC3 recr,Redox H2O2 prof,ROMK primary,PPARg SRC-1 ag,S1P3 antag,Lmaj promast,PPARg SRC2 recr,TR-FRET SRC-2 ct,RAM inhibit,bIAP inh,HMGR II inh
COc1ccc(C(=S)N2CCN(c3cccc(Cl)c3)CC2)c(OC)c1,1,0.0,1.6,2,-13,-6,1,1557,5.7,-7,-4
C/C(=C\C(=S)Nc1ccccc1)Nc1ccc2ccccc2c1,0,0.0,0.023,-3,-16,10,1,1561,1.4,2,-1
CC(C)(C)c1ccc(/C([O-])=C(/C(=S)NCc2ccco2)[n+]2ccccc2)cc1,8,0.3,0.27,6,x,3,6,1741,-0.7,4,-4
Cc1[nH]c2ccc(F)cc2c(=O)c1SC(F)(F)C(F)F,5,-0.5,-1.4,-2,2,10,-1,1246,4.0,10,3
Cc1ccc(NC(=O)CN(C)C(=O)CSc2nc3ccccc3o2)cc1,13,0.0,x,10,x,-3,0,1615,5.0,0,-10
O=c1c2ccccc2nnn1CSc1nnc(Nc2ccccc2)s1,0,-0.5,0.27,-4,-12,-9,-9,1613,3.3,11,-2
CCCNC(=O)c1cc(SC)ccc1Cl,11,2.7,x,-2,8,1,3,1620,1.3,14,1

The listing continues:
SMILES,PPARg SRC3 recr,Redox H2O2 prof,ROMK primary,PPARg SRC-1 ag,S1P3 antag,Lmaj promast,PPARg SRC2 recr,TR-FRET SRC-2 ct,RAM inhibit,bIAP inh,HMGR II inh
O=C(NNC(=O)c1cc(OCC(F)(F)F)ccc1OCC(F)(F)F)c1ccc(Cl)c(Cl)c1,8,2.0,x,-7,x,-9,-9,1462,6.1,11,-2
CC(NC(=O)c1sc2ccccc2c1Cl)C1CCCO1 (stereo not drawn),-1,0.1,x,0,-5,45,3,1743,-0.1,15,-4
Cc1ccc(C)c(NC(=O)CN(C)S(=O)(=O)c2ccc(F)cc2)c1,-13,-0.5,0.39,12,-20,-1,12,1620,3.5,3,-11
Cc1ccnc(SCCn2c(N3CCC(C)CC3)nc3c2c(=O)n(C)c(=O)n3C)n1,1,-0.6,x,-4,-27,37,4,1498,x,x,x
COC(=O)c1ccc(NC(=O)CN2CCN(c3ccccc3C)CC2)cc1,-3,0.5,x,-2,x,-4,8,1640,-0.4,0,3
COc1cc(C)c(NC(=S)Nc2ccc(Cl)c(Cl)c2)cc1OC,3,0.4,x,-4,-4,11,-4,1515,0.4,11,-1
O=C(NC1CCCCC1)c1ccc(Cn2cc(Br)cn2)o1,-2,-0.7,x,1,6,3,4,1567,0.9,9,-9
COC(=O)CNC(=O)c1cccs1,-9,-1.5,-0.11,-2,x,-2,-5,1475,0.4,7,-1
CC1(C)C(c2cccs2)=[N+]([O-])C2(CCCCC/C2=N\NC(N)=O)N1O (stereo not drawn),2,1.0,x,-1,x,7,-8,1551,0.7,13,-3
Cc1cnc(C(=O)OCC(=O)NCCc2ccccc2)cn1,6,1.5,x,-7,x,-5,3,1408,0.5,12,-3
CCC(/C=N/NC(=O)C1COc2ccccc2O1)CC (stereo not drawn),-1,0.0,x,4,-6,-6,-4,1634,2.6,6,-3
O=C(O)c1cnn2c(C(F)(F)F)cc(-c3ccccc3)nc12,12,-1.4,0.47,7,x,-4,-2,1644,0.5,5,-5
NS(=O)(=O)c1ccc(CNC(=O)/C=C/c2c(F)cccc2Cl)cc1,0,-1.2,0.014,4,-13,-7,2,1504,2.4,2,-8
CCC(Sc1nncn1C)C(=O)Nc1nnc(-c2ccc(Cl)cc2)s1 (stereo not drawn),0,-1.0,x,1,-43,-4,-5,1586,3.0,1,-4
O=c1[nH]c2cc(NCCO)c([N+](=O)[O-])cc2[nH]1,4,-1.1,-0.26,9,-14,1,8,1624,0.6,25,-1
CCNC(=O)CN(c1ccc(C)cc1)S(=O)(=O)c1ccccc1,-11,0.2,0.13,4,x,-6,2,1230,2.8,-6,0
CCC(=O)Nc1nc(C)c(-c2csc(Nc3ccccn3)n2)s1,8,-0.2,x,7,-5,62*,2,1682,0.0,-2,3
COc1nc(C#N)c(N2CCOCC2)o1,5,1.9,x,7,-12,-6,7,1780,1.7,18,-10
CCCCn1nc(CC(=O)O)c2ccccc2c1=O,-3,-2.4,x,1,-9,-6,4,1504,0.7,4,-2
CCCCCCOc1ccc(OCC(O)CN2C(=O)NC(C)(C)C2=O)cc1 (stereo not drawn),5,-0.1,0.0046,11,-28,-8,3,1682,1.5,5,-5
Cn1c(=O)c2c(nc(-n3ccnc3)n2Cc2ccc(Cl)cc2Cl)n(C)c1=O,-9,-0.1,-0.86,-6,-48,84*,-18,1454,0.6,-7,0
O=C(COC(=O)CCN1C(=O)/C(=C\C=C\c2ccccc2)SC1=S)Nc1ccc(Br)cc1,3,-0.1,0.55,3,-12,-7,-6,1585,16*,-10,1
O=C(COC(=O)c1cc(S(=O)(=O)N2CCOCC2)c(Cl)cc1Cl)Nc1ncc(C(F)(F)F)cc1Cl,7,-0.1,-0.1,-1,x,-6,4,1725,4.4,6,0
COc1ccc(C2C3=C(CC(C)(C)CC3=O)Nc3c2c(=O)[nH]c(=O)n3Cc2ccccc2)cc1OC (stereo not drawn),4,0.7,x,6,3,-1,6,1536,5.7,-5,1
CSCC[C@H](NC(=O)COc1ccc(Cl)cc1Cl)c1nc2ccccc2[nH]1,-1,0.4,x,0,-3,4,6,1558,2.3,8,3
O=S(=O)(c1ccc(Br)cc1)N1CCOC12CCCCC2,4,0.1,-0.013,5,4,9,1,1563,1.4,3,4
CN(C(=O)c1ccncc1)C1CC(C)(C)N(O)C(C)(C)C1,12,0.1,-0.26,5,-7,-4,10,1671,-1.3,-4,1
CC1CCCCC12NC(=O)N(Cn1nnc3ccccc3c1=O)C2=O (stereo not drawn),-19,-0.5,-0.017,4,-21,-3,-6,1468,-0.3,1,0
Cc1cc(C)cc(Nc2nc3c([nH]2)c(=O)n(C)c(=O)n3C)c1,6,-0.1,0.44,2,10,31,-2,1750,2.7,-10,-2
Cn1c(SCCC(=O)O)nnc1-c1ccncc1,2,0.1,1.6,-6,x,-3,6,1527,0.1,10,-7
Cn1c(C(=O)O)c(CC(=O)N2CCC(Cc3ccccc3)CC2)c2ccccc21,1,-0.1,2,13,-9,-6,6,1651,0.4,33,-3
COc1ccc(C(C)C)cc1S(=O)(=O)N1CC(C)OC(C)C1 (stereo not drawn),4,1.0,-1.1,1,-10,3,-3,1568,0.6,-14,-4
COc1ccc(C(=O)OCC(=O)Nc2ccc(F)c(F)c2)cc1OC,3,-0.2,-0.0065,-2,x,-3,15,1536,3.5,10,-5
CN(C(=O)COC(=O)c1ccc(S(=O)(=O)N2CCCC2)cc1)c1ccccc1,3,-0.8,0.69,4,-1,1,2,1599,0.9,-1,3
